Growth percent in the NCI-60 one-dose screen (48 h, 10 µM unless noted): 100 = growth as untreated, 0 = no growth, -100 = all killed.
M14 = M14 melanoma; 80,000 tested, 6.2% active
HOP-92 = HOP-92 NSCLC cells; 71,000 tested, 6.3% active
SK-MEL-5 = SK-MEL-5 melanoma; AID 1794755; 80,000 tested, 6.4% active
EKVX = EKVX NSCLC; 71,000 tested, 3% active; AID 1794765
HOP-62 = HOP-62 NSCLC | 80,000 tested, 3.9% active | AID 1794735
SK-MEL-28 = SK-MEL-28 melanoma; 81,000 tested, 4.1% active
CCRF-CEM = CCRF-CEM leukemia | 77,000 tested, 7% active | AID 1794778
A549/ATCC = A549/ATCC NSCLC; 81,000 tested, 3.7% active
Starred values were filed as active, the others as inactive; nt = not tested or not shown; & = joins results of further samples. Rule for the calls: active = growth percent below 10; inactive = the rest.

entry	compound	M14	HOP-92	SK-MEL-5	EKVX	HOP-62	SK-MEL-28	CCRF-CEM	A549/ATCC
1	CCOC(=O)C(F)(C#N)C(C)CC (stereo unspecified)	95	77	105	nt	105	97	96	94
2	CCOc1ccc(C(=O)OC)cc1	102	82	78	89	98	109	106	102
3	CCC1(c2ccccc2)NC(=O)N(C)C1=O (stereo unspecified)	102	91	95	182	102	114	105	100
4	c1ccc(CCn2c(-c3cccc(-c4ncon4)c3)nc3ccccc32)cc1	87	92	98	108	107	104	85	81
5	O=C1CSC(=NCC(=O)n2cnc3ccccc32)N1	100	109	98	96	91	126	108	105
6	O=C(O)/C=C/c1cn(-c2ccccc2)nn1	nt	97	102	102	95	101	97	81
7	CCSc1nc(NC)c2cc(-c3ccc(C(F)(F)F)cc3)ccc2n1	96	98	98	97	101	95	96	100
8	CCCCN(CCC#N)CCCC	104	91	104	113	98	111	92	105
9	O=C1NC(=S)S/C1=C\c1cccs1	99	nt	103	110	89	116	100	108
10	CN1CCC(OC(N)=O)CC1	108	82	101	110	95	120	97	112
11	CCCCCCCCSc1nnc(-c2c(C)nc3ccc(Cl)cn23)o1	96	89	82	81	94	97	86	96
12	O=[N+]([O-])c1ccc(OCCCOc2ccccc2)c(Cl)c1	112	84	88	75	113	103	103	98

The closing 2 entries of the section above lead into the next:
entry	compound	M14	HOP-92	SK-MEL-5	EKVX	HOP-62	SK-MEL-28	CCRF-CEM	A549/ATCC
11	CCCCCCCCSc1nnc(-c2c(C)nc3ccc(Cl)cn23)o1	96	89	82	81	94	97	86	96
12	O=[N+]([O-])c1ccc(OCCCOc2ccccc2)c(Cl)c1	112	84	88	75	113	103	103	98
13	Cc1ccc2c(n1)C(=O)C(Oc1ccc(Br)cc1)=CC2=O	95	108	94	104	116	116	62	100
14	Cc1cc2c(C(C)C)c(O)c(O)c(C=NCCCCCCC(=O)O)c2c(O)c1-c1c(C)cc2c(C(C)C)c(O)c(O)c(C=NCCCCCCC(=O)O)c2c1O	37	14	30	28	39	40	18	31
15	Cn1cc(-c2ccc(-c3cncc(Cl)c3N3CCC4(CC3)CC(=O)NC4=O)cc2)cn1	102	88	82	92	94	109	61	75
16	CNC1(C(N)=O)CCNCC1	109	nt	102	110	115	103	85	113
17	Cc1ccc(C)n1-c1nnc(N2CCCC(C(=O)NCCc3c[nH]c4ccccc34)C2)s1 (stereo unspecified)	98	68	81	97	93	102	71	90
18	CC(=O)O[C@]1(C)C[C@H](O)[C@]2(O)C=CO[C@H](O[C@@H]3O[C@H](CO)[C@@H](O)[C@H](O)[C@H]3O)[C@@H]21	99	129	103	93	95	112	109	105
19	O=C(O)c1ccc(Nc2ccnc(SCC(=O)c3ccc(Br)cc3)n2)cc1	103	86	102	103	92	104	96	98
20	COc1cc(C2C(C#N)=C(N)Oc3cc(N)ccc32)cc(Br)c1OC (stereo unspecified)	112	88	92	98	90	104	98	100
21	CC(C)N=C(N)/N=C(\N)Nc1ccc2ccc3ccccc3c2c1	-77*	-69*	-98*	-91*	-84*	-78*	12	-65*
22	Cc1c(Cl)cc(-n2c(=O)c3ccccc3c3ccccc3c2=O)cc1Cl	93	98	107	97	93	117	98	102
23	CN(C)c1ccc([N+](=O)[O-])cc1[N+](=O)[O-]	103	nt	101	nt	102	107	97	96
24	CC1(C(=O)O)CCC(N)(C(=O)O)C1(C)C (stereo unspecified)	110	89	107	112	100	109	90	110
25	CCN(CC)c1ccc(C(NCCC(C)C)C(Cl)(Cl)Cl)cc1 (stereo unspecified)	105	108	100	nt	106	96	94	92
26	Nc1cccc2c1C(=O)c1ccccc1C2=O	93	77	102	93	78	117	100	99
27	CCOc1ccccc1C(=O)Nc1ccc(Br)cc1	85	69	86	72	82	107	94	98
28	C=CS(C=C)=NS(=O)(=O)c1ccc(C)cc1	88	86	91	nt	85	59	19	65
29	O=C1c2ccccc2CCC12OC2c1ccncc1 (stereo unspecified)	93	86	103	nt	97	109	107	110
30	NC1=NC(=O)C(c2ccccc2)(c2ccccc2)S1	107	nt	110	107	98	101	97	104
31	FC(F)Oc1ccc(C(Nc2cccc(Cl)c2)c2nnnn2C2CCCCC2)cc1OCC1CC1 (stereo unspecified)	107	92	98	79	101	108	86	81
32	CCN1C(=O)N(CC)C2SC(N/N=C/c3ccccc3)=NC21 (stereo unspecified)	12	2.1*	12	nt	38	58	17	29
33	CN1CCN(c2ccc3nc(-c4[nH]ncc4Nc4ncnc5[nH]ccc45)[nH]c3c2)CC1	3.4*	27	-13*	2.0*	-0.4*	-11*	4.4*	24
34	CCCn1c(O)c(N=Nc2nc(-c3cc4ccccc4oc3=O)cs2)c2ccccc21	84	106	51	63	111	59	46	37
35	COc1cc(Cl)cc(-c2nn(-c3cccc(NC(=O)c4cc(C(F)(F)F)cc(C(F)(F)F)c4)c3)cc2-c2ccncc2)c1	67	47	67	nt	103	79	57	44
36	O=C1Nc2c(ccc(Cl)c2Cl)/C1=C/c1ccc(O)cc1	100	66	87	62	86	123	nt	36
37	COc1ccc(-c2nc(NC(=O)c3cc(OC)c(OC)c(OC)c3)n[nH]2)cc1	105	103	105	100	95	105	109	104
38	COC(=O)[C@H](Cc1cnc[nH]1)NC(=O)[C@@H](OC)[C@@H]1Cc2cc3cc(OC4CC(OC5CC(O)C(O)C(C)O5)C(O)C(C)O4)c(C)c(O)c3c(O)c2C(=O)[C@H]1OC1CC(OC2CC(OC3CC(C)(O)C(O)C(C)O3)C(O)C(C)O2)C(O)C(C)O1 (stereo partly specified)	70	34	25	58	46	41	50	68
39	CC(=O)c1cc(C(=O)c2ccc3c(c2)Sc2ccccc2N3)c2c(C)cc(C)cn12	9.6*	nt	-37*	34	21	40	nt	4.0*
40	CN1CCN(c2nc(NCCCNc3ccnc4cc(Cl)ccc34)c3ccccc3n2)CC1	-86*	68	nt	77	49	-49*	19	29
41	CC(=O)C1CC2C=CC1CC2 (stereo unspecified)	104	nt	103	nt	99	104	102	111
42	COC(CCN1C(=O)c2ccccc2C1=O)C(Br)CC(=O)O (stereo unspecified)	101	101	99	nt	92	105	94	98
43	c1ccc(-c2ccc3c(c2)C2(CCNCC2)CN3)cc1	92	86	99	76	95	110	112	112
44	Clc1cc(Cl)c2nc(-c3ccc(-c4ccc(/C=N/NC5=NCCN5)cc4)s3)cn2c1	98	15	88	81	89	100	nt	88
45	Fc1cc2c(cc1Cl)N(c1ncnc3ccc(-c4cnc5cnccn45)cc13)CC2	80	87	95	63	78	97	108	87
46	O=C(c1c2c(nn1-c1ccccc1)CCC(NCCc1ccc(C(F)(F)F)cc1)C2)N1CCCCC1 (stereo unspecified)	87	75	100	92	90	93	88	95
47	CN(C)c1nc(NCCNS(=O)(=O)c2ccc(C(=O)/C=C/c3ccccc3)cc2)nc(N2CCOCC2)n1	84	95	84	78	108	88	55	79
48	CC(=O)NC(=O)CC(O)(c1ccccc1)c1ccccc1	99	95	110	106	145	114	nt	99

Profiles from above. Order of screens: M14	HOP-92	SK-MEL-5	EKVX	HOP-62	SK-MEL-28	CCRF-CEM	A549/ATCC
CC(=O)NC(=O)CC(O)(c1ccccc1)c1ccccc1 is entered as 99	95	110	106	145	114	nt	99
COc1ccc(-c2nc(NC(=O)c3cc(OC)c(OC)c(OC)c3)n[nH]2)cc1 is entered as 105	103	105	100	95	105	109	104

(next part)
entry	compound	M14	HOP-92	SK-MEL-5	EKVX	HOP-62	SK-MEL-28	CCRF-CEM	A549/ATCC
49	COc1ccc(C2=NN(c3cc(Cl)cc(Cl)c3)C(c3sc(N(C)Cc4ccccc4)nc3Cl)C2)cc1 (stereo unspecified)	91	121	99	91	110	108	99	90
50	CCOc1cc(C)c2cc(Cc3ccc4nc(OCC)cc(C)c4c3)ccc2n1	106	77	98	107	92	114	99	105
51	O=C1Nc2ccccc2[C@@H]2C[C@H](O)CCN12	102	99	113	127	103	nt	100	95
52	O=C1c2ccccc2CC1CN1CCCCC1 (stereo unspecified)	97	nt	104	116	95	113	94	104
53	C=C1CCC2C3(C)COC(c4ccc(F)cc4)OC3CCC2(C)C1CC(O)C1=CCOC1=O (stereo unspecified)	25	46	22	63	82	41	21	60
54	CN1CCCNCC1	98	nt	108	125	100	113	99	103
55	Cn1cc(/C=C2\SC(=S)N(CCCC(=O)NCCc3c[nH]c4ccccc34)C2=O)c2ccccc21	88	88	56	68	94	97	58	61
56	CN1C(=O)C(=Cc2cn(Cc3cccc4ccccc34)c3ccccc23)C(=O)N(C)C1=O	74	nt	88	97	89	104	79	86
57	CCC(C)CC(C)/C(O)=C1/C(=O)NC(C(O)c2ccc(O)cc2)C1=O (stereo unspecified)	99	nt	102	nt	91	108	102	109
58	CCN(CC)c1ccc2[nH]c3c(C(N)=O)cc(=O)c(=O)c=3oc2c1	-7.4*	26	-85*	-10*	-12*	13	nt	-5.3*
59	C[N+](C)(C)CC(=O)N/N=C/c1cccc(O)c1	118	76	101	105	106	117	103	89
60	Clc1nc2ccc(Br)cc2cc1Cn1nnc(Cc2ccccc2)n1	91	nt	93	88	nt	104	nt	99
61	CCCCOc1ccc(CCO)cc1	102	nt	92	nt	99	110	93	105
62	O=C(/C=N/O)c1ccccc1	103	113	109	103	115	111	108	105
63	C#CCNC(=O)[C@]12CCC(C)(C)C[C@H]1C1=CC[C@@H]3[C@@](C)(CCC#N)[C@H](C(=C)C)CC[C@@]3(C)[C@]1(C)CC2	76	26	43	58	69	75	26	40
64	CCOC1=CC(=[N+]2CCCC2)CC(C)(C)C1	98	67	97	nt	100	103	94	94
65	CCNC(=O)Oc1ccc(/C(=C(/C)c2ccc(Cl)cc2)c2ccc(OCCN3CCCCCC3)cc2)cc1	-76*	60	33	56	-20*	-76*	13	44
66	COc1ccc(C(C(=O)NCc2ccccc2)N(Cc2ccc(C)o2)C(=O)CNC(=O)OC(C)(C)C)cc1OC (stereo unspecified)	97	92	91	163	103	118	103	96
67	CC(C)Sc1nc(Nc2ccccc2)c(C#N)c(-c2ccccc2)n1	89	96	90	79	91	89	85	99
68	COc1ccc2[nH]c(O)c(N=Nc3nc(-c4cc5ccccc5oc4=O)cs3)c2c1	103	nt	98	97	102	110	108	100
69	COc1ccc(-n2nnc(C(=O)NCCc3c[nH]c4ccc(F)cc34)c2C)cc1	nt	88	102	102	87	109	88	82
70	COc1ccc(-c2nc3ccc(-c4nnc(SCC(=O)Nc5ccc(/C(C)=N\O)cc5)o4)cc3[nH]2)cc1	29	104	-76*	95	77	-65*	56	74
71	O=C(NNC(=S)Nc1ccccc1)c1ccc2nc(-c3ccc([N+](=O)[O-])cc3)[nH]c2c1	100	128	98	104	106	107	99	109
72	COc1ccc2nc(NC(=O)CSc3nc(C)c(C)n3Nc3ccccc3)sc2c1	105	90	59	102	104	103	95	86

Rewritten with each value named: 3 of the compounds above.
51	O=C1Nc2ccccc2[C@@H]2C[C@H](O)CCN12
  M14 = 102
  HOP-92 = 99
  SK-MEL-5 = 113
  EKVX = 127
  HOP-62 = 103
  SK-MEL-28 = nt
  CCRF-CEM = 100
  A549/ATCC = 95

48	CC(=O)NC(=O)CC(O)(c1ccccc1)c1ccccc1
  M14 = 99
  HOP-92 = 95
  SK-MEL-5 = 110
  EKVX = 106
  HOP-62 = 145
  SK-MEL-28 = 114
  CCRF-CEM = nt
  A549/ATCC = 99

66	COc1ccc(C(C(=O)NCc2ccccc2)N(Cc2ccc(C)o2)C(=O)CNC(=O)OC(C)(C)C)cc1OC (stereo unspecified)
  M14 = 97
  HOP-92 = 92
  SK-MEL-5 = 91
  EKVX = 163
  HOP-62 = 103
  SK-MEL-28 = 118
  CCRF-CEM = 103
  A549/ATCC = 96

(listing goes on)
entry	compound	M14	HOP-92	SK-MEL-5	EKVX	HOP-62	SK-MEL-28	CCRF-CEM	A549/ATCC
73	COc1ccc2c(C)cc(=O)oc2c1OCC(O)CN1CCOCC1 (stereo unspecified)	108	99	102	nt	100	107	nt	97
74	CC(NC(C(=O)c1ccccc1)c1ccccc1)c1ccccc1 (stereo unspecified)	103	nt	101	104	97	113	57	94
75	Cc1ccc(S(=O)(=O)Nc2nc3ccccc3nc2Nc2ccc3nsnc3c2)cc1	50&48	6.2*	14&19	50&46	85&48	52&50	44	38&31
76	Cc1nc(C(N)=O)c(C(N)=O)nc1C	99	78	103	nt	91	110	95	100
77	FC(F)(F)c1ccc(-c2cnc(Cl)nc2N2CCC3(CC2)OCCO3)cc1	97	nt	94	nt	97	102	91	90
78	CCCCCCCCCCCCCCCCNC(=S)N/N=C/c1cccc(OC)c1OC	110	105	99	106	100	110	90	91
79	O=C(CSc1nnc2sc(Nc3ccc(C(F)(F)F)cc3)nn12)c1ccc(F)cc1	97	81	96	101	91	102	94	94
80	C=C1CCC[C@]2(C)CCC[C@H](C)[C@@H](OC(C)=O)[C@@H]3OC(=O)C(=C)[C@@H]3C[C@H]1O2	83	24	73	77	100	95	nt	83
81	CS(=O)(=O)N1CCN(C(=O)c2ccc(Oc3ccc(C(=O)N4CCN(S(C)(=O)=O)CC4)cc3)cc2)CC1	104	104	100	103	97	110	102	103
82	C#Cc1ccc(-n2c(/C=C/c3cc(OC)cc(OC)c3)nc3ncccc3c2=O)cc1	81	nt	61	nt	49	97	69	68
83	O=C(Nc1nc2ccc(O)cc2s1)c1ccc(C(F)(F)F)cc1	43	108	nt	54	93	66	24	59
84	Cc1ccc2c(c1)NCCN2	94	93	103	110	103	108	90	97
85	CCCCCCCCCCCCCCCCCC1=NC(C)(C)CN1c1ccccc1	98	nt	99	77	98	96	94	100
86	CC1(C)CC(=O)C2=C(C1)N(Cc1ccc(C(=O)O)cc1)C1=C(C(=O)CC(C)(C)C1)C2c1ccc(Cl)cc1	101	nt	100	98	101	119	102	99
87	CC1=C(C)C(=O)C(NCCN2CCOCC2)=C(Br)C1=O	37	39	62	46	87	75	-21*	88
88	CCOC(=O)c1ccc(NCCC(C)=O)cc1	100	122	106	102	93	124	101	107
89	CN(C)c1ccc(/C=N/NC(=O)CSc2ncnc3c2c(-c2ccccc2)cn3C2CCCCC2)cc1	101	77	93	84	84	101	98	103
90	COc1ccc(C(=O)/C=C/c2ccc(C)cc2)cc1S(=O)(=O)Nc1cccnc1	96	97	96	91	94	106	73	83

Source: PubChem (NCI)
